Screens (PubChem)
Dyrk1A ADPGlo – blocks rat Dyrk1A kinase activity | Q63470 | ADP-Glo luminescence, NFATc1 peptide | inhibition, % at 12.5 µM | 0.43% of 310,000 active | AID 504441; in the data active means inhibition above about 50%;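 further: plate controls were vehicle with enzyme for no effect and no enzyme for full effect; many of its hits are not listed in these tables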
PolyA inhibitor – yeast polyadenylation inhibition; S. cerevisiae SKY197-pL101 polyadenylation reporter, beta-gal luminescence; efflux-impaired pdr1/pdr3 knockout yeast; score 100 = 6 SD above DMSO; calls only at 12 µM; 0.02% of 300,000 active;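 active means lowest replicate activity score at least 50, where 100 means six control SD above control mean; inconclusive means lowest score under 50 but half or more replicates reach 50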;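 further: yeast exposed to compound for 9 h at 30 °C; higher score means more reporter readthrough which indicates perturbed polyadenylation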
AI-2 QS mod – modulators of Vibrio harveyi AI-2 quorum sensing system; Vibrio harveyi JMH597 AI-2 luminescence/OD600 ratio, 9 h; hits give low values; strain lacks LuxN and CqsS sensors; 0 = neutral-control median; activity change, % at 7.5 µM; 0.4% of 300,000 active; AID 2094; in the data active means activity change below about -75%, passing the limit was not always enough; inconclusive means no clear call, values can overlap the other calls;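 further: luminescence divided by OD600 gain over 9 h not by final OD600 alone; inactives centre near 13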
HSF1 inhib – HSF1 inhibition; NIH3T3-HGL HSE-luciferase, MG132-induced, luminescence 8 h; hits give low values; activity change, negative = inhibition, % at 7.5 µM (by protocol); 0.77% of 300,000 active;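 active means more than half of replicate wells show activity change below -50%, luminescence cut by over half; inconclusive means some wells, but at most half, below -50%; inactive means no replicate well below -50%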;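 further: luciferase reports HSF-1 transcriptional activity via heat shock element; 0% = median of DMSO wells and -100% = zero luminescence signal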
GSK3beta inhib – blocks human GSK3beta kinase activity; GST-GSK3beta kinase, ADP-Glo luminescence, 60 min; hits give low values; activity score (negative = inhibition), % at 10 µM; 0.038% of 300,000 active; AID 2097;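 active means more than half of replicate wells score below -50%, meaning over 50% inhibition versus plate controls; inconclusive means some replicates but at most half score below -50%; inactive means no replicate scores below -50%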;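 further: 0% = median DMSO wells and -100% = median GW8510 positive control wells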
Target sequence (P49841 whole entry, looked up): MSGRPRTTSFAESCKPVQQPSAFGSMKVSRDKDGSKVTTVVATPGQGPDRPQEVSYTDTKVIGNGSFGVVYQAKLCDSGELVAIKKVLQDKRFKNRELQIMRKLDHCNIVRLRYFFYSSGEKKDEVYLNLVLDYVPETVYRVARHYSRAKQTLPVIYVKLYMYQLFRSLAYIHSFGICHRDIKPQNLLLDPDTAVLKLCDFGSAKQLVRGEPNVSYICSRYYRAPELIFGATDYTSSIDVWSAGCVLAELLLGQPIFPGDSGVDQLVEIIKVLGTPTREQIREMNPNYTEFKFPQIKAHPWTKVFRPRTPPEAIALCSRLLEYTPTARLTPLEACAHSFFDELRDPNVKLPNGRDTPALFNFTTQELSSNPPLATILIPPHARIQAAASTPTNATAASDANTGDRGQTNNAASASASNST
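test system = GST-tagged human GSK3beta kinase, cell-free | reagent = 25 µM ATP with peptide substrate | dosing = one dose of 10 µM per compound | schedule = 60 min reaction, RT | detection = luminescent ADP-Glo measurement of ADP formed | control set = DMSO neutral wells and GW8510 at 20 µM as positive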
Platelet DG rel – modulates dense granule release in human platelets. human platelet-rich plasma, SFLLRN dense granule ATP release, luminescence. inhibition, %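 (compounds screened at 7.5 µM in platelet-rich plasma)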. 0.22% of 300,000 active;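 active means mean replicate score, as percent of positive control, at or above 50; inconclusive means mean below 50 but at least one replicate at or above 50; inactive means mean and every replicate below 50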
HDAC3 inh – human HDAC3 inhibition; 0.15% of 320,000 active; O15379; recombinant HDAC3, fluorogenic peptide/trypsin coupled, fluorescence; inhibition, % at 8.3 µM; in the data active means inhibition above about 26%, passing the limit was not always enough; inconclusive means no clear call, values can overlap the other calls
GSK3A inh – human GSK-3 alpha kinase inhibition; P49840; inhibition, % at 10 µM; AID 2650; ADP-Glo luminescence, 60 min; 0.1% of 320,000 active;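 in the data active means inhibition above about 50%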;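 further: GST-tagged GSK-3 alpha with peptide substrate and 25 µM ATP; 0% = DMSO neutral wells and 100% = GW8510 positive control wells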
Target sequence (P49840 whole entry, looked up): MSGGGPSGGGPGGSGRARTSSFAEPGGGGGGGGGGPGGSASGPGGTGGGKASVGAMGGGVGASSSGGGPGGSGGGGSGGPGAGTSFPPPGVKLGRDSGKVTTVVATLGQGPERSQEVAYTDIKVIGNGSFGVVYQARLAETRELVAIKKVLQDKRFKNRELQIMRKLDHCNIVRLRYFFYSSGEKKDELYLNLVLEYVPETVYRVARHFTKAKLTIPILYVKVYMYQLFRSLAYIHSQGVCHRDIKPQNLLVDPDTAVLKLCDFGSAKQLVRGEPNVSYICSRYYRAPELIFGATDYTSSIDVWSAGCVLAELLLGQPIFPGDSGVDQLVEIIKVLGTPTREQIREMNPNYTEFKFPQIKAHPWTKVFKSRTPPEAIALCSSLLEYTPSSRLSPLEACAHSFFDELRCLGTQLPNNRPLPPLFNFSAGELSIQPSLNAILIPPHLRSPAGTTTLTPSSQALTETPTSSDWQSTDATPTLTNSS
HSP90 refold inh – blocks HSP90-mediated luciferase refolding in reticulocyte lysate; 0.91% of 290,000 active; Rabbit reticulocyte lysate, luciferase refolding luminescence, 3 h; inhibition, % at 5.6 µM; AID 1789;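 active means inhibition above the screen-wide mean plus 3 SD, computed separately per campaign, cut at about 16% in these data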;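 further: 0% = DMSO wells and 100% = 60 µM geldanamycin wells; inhibitors lower the luminescence because luciferase stays unfolded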
HSF-1 act – increases HSF-1 driven luciferase reporter signal | NIH3T3-HGL HSF-1 luciferase reporter, MG132, 8 h; 100% = twice DMSO control signal | activation, % at 9 µM | 1.7% of 300,000 active;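 active means mean replicate activation of at least 50% with a set share of replicates each reaching 50%; inconclusive means only one of those two conditions met; inactive means mean below 50% and too few replicates reaching it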;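 further: 0% = median of the neutral control wells and 100% = twice that signal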
* = called active by the depositor; i = inactive; ? = inconclusive; . = no result given. Not all compounds are listed (hit frequency here may not be typical).

SMILES	Dyrk1A ADPGlo	PolyA inhibitor	AI-2 QS mod	HSF1 inhib	GSK3beta inhib	Platelet DG rel	HDAC3 inh	GSK3A inh	HSP90 refold inh	HSF-1 act
O=C(NC(=S)N1C[C@H]2C[C@H](C1)c1cccc(=O)n1C2)c1ccc(Cl)cc1	10	i	19	1	3	2	1	-1	1	0
COc1ccc(C(CNC(=O)Cc2ccc(Cl)c(Cl)c2)N(C)C)cc1 (stereo not given)	-1	i	13	6	0	-1	2	0	1	-3
O=C(NCCN1CCCCC1)c1ccc(Cl)nc1Cl	-5	i	12	-8	-5	-5	3	4	2	-9
O=C(c1ccc(CNS(=O)(=O)c2ccc(Br)cc2)cc1)N1CCC2(CC1)OCCO2	-2	i	25	-2	-2	-11	1	1	2	-13
CC[C@H]1CN2CC[C@@]3(C(=O)Nc4ccccc43)[C@@H]2C[C@@H]1/C(=C\OC)C(=O)OC	.	i	-3	-1	-4	-7	5	-1	.	3
O=C1/C(=C/c2ccncc2)N2CCC1CC2	-5	i	16	-10	1	-7	-7	-2	3	1
Oc1c(Br)cc(Br)cc1Oc1ccc(Br)cc1Br	.	i	13	13	2	7	7	-4	-3	6
CCOP1(=S)Oc2cc3c(cc2C(C(=O)OC)(C(F)(F)F)O1)OCO3 (stereo not given)	-1	i	28	-3	-1	27	-3	17	-1	2
c1ccc2c(CCNCc3ccc4c(c3)OCO4)c[nH]c2c1	3	i	26	-1	-4	2	5	-3	2	0
CC1C(C)N1CC(O)Cn1ccnc1[N+](=O)[O-] (stereo not given)	0	i	-2	-3	3	1	0	-1	4	5
COc1nc2ccccc2nc1N1CCN(C)CC1	-5	i	26	1	1	-3	-3	-3	-3	-15
COc1cccc(C(=O)C2CCCN(Cc3cccc4c3OCO4)C2)c1 (stereo not given)	-6	i	10	-2	-2	10	8	.	-3	-2
Cc1ccc(OCC(=O)N2CCN(C)CC2)c(Br)c1	-18	i	30	3	-2	-3	2	-5	-1	13
Cc1ccc(-n2c(O)c(C=NCCC3=CCCCC3)c(=O)[nH]c2=O)cc1	1	i	14	2	-4	-3	3	20	-4	8
COc1ccc(NC(=O)c2cn(CCC#N)nc2-c2ccccc2)cc1	.	i	5	-4	-1	3	5	.	2	-7
CCCNS(=O)(=O)c1ccc(OCC(=O)N2CCN(C)CC2)cc1	-1	i	-31	-45	0	1	?	-3	-4	-58
CCC(C(=O)N1CCC2(CC1)OCCO2)n1c2ccccc2c2nc(=O)cc(C)n21 (stereo not given)	-1	i	25	5	0	-2	1	0	6	1
O=c1[nH]c(O)c(N=Nc2cc(C(F)(F)F)ccc2Cl)c(=O)[nH]1	22	i	6	8	1	-6	3	0	1	-6
O=C1c2ccccc2C(=O)N1Cc1nc2ccccc2c(=O)n1-c1cccnc1	-8	i	11	1	1	-4	0	-2	-1	9
Cc1cc(C=C2C(=O)NC(=O)NC2=O)c(C)n1-c1ccncc1	-3	i	25	-3	-4	0	-4	0	2	2
O=C(COc1ccc(Br)cc1)N1CCN(Cc2ccc3c(c2)OCO3)CC1	-4	i	13	-3	2	-3	6	-1	2	-5
CC1=NN(c2ccccc2)C(=O)/C1=C/c1c(O)[nH]c(=O)[nH]c1=O	0	i	8	-6	0	-1	9	-4	3	2
COc1cccc(C2(O)CCSCC2CN(C)C)c1 (stereo not given)	2	i	26	-16	2	-11	-5	1	3	-9
N#CCCn1cc(C(=O)Nc2ccc([N+](=O)[O-])cc2)c(-c2ccccc2)n1	16	i	7	-71*	3	15	.	-1	-4	-78
COc1ccccc1CCNCc1ccc(OC)c(OC)c1OC	-1	i	32	-15	4	-9	1	-1	-1	-20

Next records follow.
SMILES	Dyrk1A ADPGlo	PolyA inhibitor	AI-2 QS mod	HSF1 inhib	GSK3beta inhib	Platelet DG rel	HDAC3 inh	GSK3A inh	HSP90 refold inh	HSF-1 act
c1ccc(Cn2ccnc2)cc1	-1	i	8	-2	3	0	13	-4	-2	1
CCCC(=O)Nc1ccc(N2CCN(CC)CC2)c(Cl)c1	-3	i	-1	-5	2	2	-2	-4	0	11
CC1CN(CCc2ccccc2)CC(C)O1 (stereo not given)	5	i	22	-5	1	1	-2	-1	-2	-9
CCCN1CCC(NC2CCC(O)CC2)CC1 (stereo not given)	5	i	2	-3	-1	3	-8	-3	6	6
Nc1c2c(nc3sc4c(c13)CCCC4)CCCCC2	-1	i	20	5	-2	-13	2	-2	-4	-19
O=c1[nH]c(=O)n(Cc2ccco2)c(O)c1C=NCc1ccc2c(c1)OCO2	-8	i	-5	1	0	-1	12	4	2	2
O=C(Nc1ccc2c(c1)OCO2)c1cn(Cc2ccc(F)cc2)nn1	2	i	-3	4	-1	1	2	-1	4	11
C=CCN(CC#CCOc1ccccc1OC)CC=C	.	i	23	-5	2	-5	1	0	0	4
CC(=O)N1CCN(c2ccc([N+](=O)[O-])cc2C=C2C(=O)NC(=O)NC2=O)CC1	3	i	11	-8	-2	11	4	23	4	-7
CCOc1ccc(C(=O)OC2CC3CCC(C2)N3C)cc1 (stereo not given)	4	i	14	4	-2	2	4	.	2	7
CCOC(=O)c1c(-c2ccc(OC)cc2)oc2ccc(OC(=O)N(C)C)cc12	0	i	15	0	0	8	-240	-1	-1	11
O=P(Nc1ccccc1)(Oc1ccccc1)Oc1ccccc1	-1	i	18	-6	2	10	6	7	4	4
COc1cccc(CN2CCCCC2c2cccnc2)c1 (stereo not given)	3	i	14	-6	-1	5	-2	-2	-2	-13
O=C(O)c1nn(Cc2ccc(Cl)cc2Cl)c2ccccc12	-4	i	11	12	-1	-7	2	2	-3	0
Cc1cccc(NC(=S)N2CC3CC(C2)c2cccc(=O)n2C3)c1C (stereo not given)	-8	i	-4	6	-3	-2	7	-8	2	15
Cc1ccc(NC(=O)c2cn(CCC#N)nc2-c2ccc3c(c2)OCCO3)c([N+](=O)[O-])c1	1	i	7	11	-2	8	2	1	5	23
Cc1ccccc1C(O)(Cc1ccccc1)C1CN2CCC1CC2 (stereo not given)	-1	i	7	-26	-4	0	-2	4	-1	-42
CCc1ccc(-n2c(O)c(/C=N/N3CCCCC3c3cccnc3)c(=O)[nH]c2=O)cc1 (stereo not given)	-2	i	7	-15	-1	-5	1	.	-4	3
COc1ccc(N2C(=O)NC(=O)/C(=C\c3ccccc3[N+](=O)[O-])C2=O)cc1	-1	i	25	-1	1	6	7	0	4	3
Cc1nc2ccccc2c(=O)n1-c1ccc(Cl)cc1[N+](=O)[O-]	.	i	23	0	-1	-2	-2	4	-3	-1
CN1C(=O)C(=Cc2cn(CC(=O)N3CCCCC3)c3ccccc23)C(=O)N(C)C1=O	1	i	9	-1	0	-9	-1	-3	-1	5
CCCCCSc1cc(O)c(C(CNC)C(C)C)cc1OC (stereo not given)	0	i	1	3	-8	-14	.	.	-2	25
C/C(=N\N1CCCCCC1)c1c(O)n(-c2ccc(C)cc2)c(=O)[nH]c1=O	0	i	16	-2	-2	2	2	1	1	3
CC(=NCCN1CCCCC1)c1c(O)n(Cc2ccccc2)c(=O)[nH]c1=O	-9	i	-14	-5	1	8	3	0	-2	0
CC(=NCCCN1CCOCC1)c1c(O)[nH]c(=O)[nH]c1=O	2	i	9	-1	1	-3	-1	12	0	21

As a short view, part of the list above.
SMILES	Dyrk1A ADPGlo	PolyA inhibitor	AI-2 QS mod	HSF1 inhib	GSK3beta inhib	Platelet DG rel	HDAC3 inh	GSK3A inh	HSP90 refold inh	HSF-1 act
C/C(=N\N1CCCCCC1)c1c(O)n(-c2ccc(C)cc2)c(=O)[nH]c1=O	0	i	16	-2	-2	2	2	1	1	3
CC(=NCCN1CCCCC1)c1c(O)n(Cc2ccccc2)c(=O)[nH]c1=O	-9	i	-14	-5	1	8	3	0	-2	0

The list goes on:
SMILES	Dyrk1A ADPGlo	PolyA inhibitor	AI-2 QS mod	HSF1 inhib	GSK3beta inhib	Platelet DG rel	HDAC3 inh	GSK3A inh	HSP90 refold inh	HSF-1 act
FC(F)(F)c1ccccc1NC1=NCCCS1	-6	i	.	-5	.	4	1	-1	4	-12
CC1CCN(C(=O)CCl)CC1	0	i	23	0	0	-2	4	-1	-1	3
CN(C)CC#CCOCCOCCC#N	-1	i	11	-8	-3	1	-1	-6	4	-13
COc1c(C)cc(C(=O)C2CCCN(Cc3cccc(C)n3)C2)cc1C (stereo not given)	2	i	2	-5	4	-2	4	-1	4	18
CN1C(=O)C(=Cc2ccccc2Oc2ccc(Cl)cc2)C(=O)N(C)C1=O	4	i	15	-2	1	8	3	3	-3	9
CCCCCn1c(=O)c(C(=O)Nc2ccccc2)c(O)c2ccccc21	3	i	23	11	1	-4	1	0	-4	22
CCCCC(=O)N/N=C/c1c(O)n(CC)c(=S)[nH]c1=O	-1	i	41	7	2	-2	10	-1	-4	12
COc1ccccc1-n1c(O)c(C=NCCCn2ccnc2)c(=O)[nH]c1=O	-3	i	16	3	-20	5	-3	45	-1	0
O=C(COc1ccc2ccccc2c1)N1CCN(CC2CC3C=CC2C3)CC1 (stereo not given)	-4	i	4	2	1	3	0	-4	5	-12

Structural class, the compounds so far containing sulfur
SMILES	Dyrk1A ADPGlo	PolyA inhibitor	AI-2 QS mod	HSF1 inhib	GSK3beta inhib	Platelet DG rel	HDAC3 inh	GSK3A inh	HSP90 refold inh	HSF-1 act
O=C(NC(=S)N1C[C@H]2C[C@H](C1)c1cccc(=O)n1C2)c1ccc(Cl)cc1	10	i	19	1	3	2	1	-1	1	0
O=C(c1ccc(CNS(=O)(=O)c2ccc(Br)cc2)cc1)N1CCC2(CC1)OCCO2	-2	i	25	-2	-2	-11	1	1	2	-13
CCOP1(=S)Oc2cc3c(cc2C(C(=O)OC)(C(F)(F)F)O1)OCO3 (stereo not given)	-1	i	28	-3	-1	27	-3	17	-1	2
CCCNS(=O)(=O)c1ccc(OCC(=O)N2CCN(C)CC2)cc1	-1	i	-31	-45	0	1	?	-3	-4	-58
COc1cccc(C2(O)CCSCC2CN(C)C)c1 (stereo not given)	2	i	26	-16	2	-11	-5	1	3	-9
Nc1c2c(nc3sc4c(c13)CCCC4)CCCCC2	-1	i	20	5	-2	-13	2	-2	-4	-19
Cc1cccc(NC(=S)N2CC3CC(C2)c2cccc(=O)n2C3)c1C (stereo not given)	-8	i	-4	6	-3	-2	7	-8	2	15
CCCCCSc1cc(O)c(C(CNC)C(C)C)cc1OC (stereo not given)	0	i	1	3	-8	-14	.	.	-2	25
FC(F)(F)c1ccccc1NC1=NCCCS1	-6	i	.	-5	.	4	1	-1	4	-12
CCCCC(=O)N/N=C/c1c(O)n(CC)c(=S)[nH]c1=O	-1	i	41	7	2	-2	10	-1	-4	12
